NOD2 inhibition: inhibition of NOD2-driven NF-kB reporter – cell-based, luminescence, uHTS, HEK293 (AID 1566). inhibition, % at 4 µM; hits with a dose series show EC50 in µM. HEK293 NOD2/NF-kB luciferase reporter, luminescence; higher % means a stronger effect. 290,000 tested, 0.63% active; note: many of its hits are not listed in these tables
NOD1 inhibition: NOD1 signaling inhibitors, primary screen, cell-based, luminescence, uHTS (AID 1578); NOD1-driven NF-kB luciferase reporter cells, luminescence; higher % means a stronger effect; inhibition, % at 4 µM, or EC50 in µM where a hit was titrated; 290,000 tested, 1% active; in the data active = inhibition mostly above about 36%, no sharp cut-off; inactive = mostly below about 34%;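 note: HEK-293T reporter cells stimulated with the NOD1 agonist gamma-tri-DAP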
KOR beta-arrestin-1: KOR antagonists, beta-arrestin recruitment, cell-based, luminescence, uHTS (AID 1778); inhibition, % at 10 µM, or IC50 in µM where a hit was titrated; KOR beta-arrestin recruitment, luminescence, antagonist mode; higher % means a stronger effect; 290,000 tested, 0.091% active; note: strong numbers were not always called active
Dynein cargo inh: dynein cargo transport inhibition. 3617.4 mouse cells, GR-EGFP nuclear translocation imaging; test concentration mostly 20 µM; stimulated with dexamethasone, 1 µM; active compounds read low. z-score, hits read low. 220,000 tested, 0.47% active;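 active = plate z-score of nuclear minus cytoplasmic receptor signal below a set negative limit, without overly bright fluorescence or cell loss, cut at about -3.5 in these data, passing the limit was not always enough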;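 note: z-score of nuclear minus cytoplasmic ring GR-EGFP intensity difference per well; some compounds called inactive have numbers as strong as hits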
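medium = tetracycline-free induction medium containing charcoal-stripped FBS | probe or stimulus = dexamethasone, 1.0 µM final | timing = 48 h induction, then 1 h compound, then 30 min agonist, 37 °C | detection = automated 10x imaging of fixed Hoechst-stained cells | read-out basis = nuclear versus cytoplasmic GR-EGFP signal, averaged per well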
GPR55 activation: GPR55 agonists via beta-arrestin recruitment, primary screen, imaging, U2OS cells, beta-arrestin-GFP redistribution (AID 1961); U2OS GPR55 beta-arrestin-GFP redistribution imaging; higher % means a stronger effect; activation, % at 10 µM, or EC50 in µM where a hit was titrated; 290,000 tested, 0.048% active;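 active = activation above 40% with more than 50 cells counted in the well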;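 note: U2OS osteosarcoma cells stably expressing GPR55 and beta-arrestin-GFP; plate controls were DMSO negative control for no effect and LPI positive control for full effect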
KOR beta-arrestin-2: kappa opioid receptor activators – cell-based, luminescence, uHTS, primary screen (AID 1777); KOR beta-arrestin recruitment, luminescence; higher % means a stronger effect; activation, % at 10 µM, or EC50 in µM where a hit was titrated; 280,000 tested, 0.02% active; in the data active = activation above about 50%, passing the limit was not always enough; note: a part of the inactive calls stands beside numbers as strong as those of hits
M1AAP inhibition: P. falciparum M1AAP inhibitors, biochemical, fluorogenic H-Leu-NHMec substrate, 1536-well (AID 1445); recombinant M1AAP, H-Leu-NHMec fluorogenic kinetic assay; higher % means a stronger effect; inhibition, % at 30 µM; hits with a dose series show IC50 in µM; 220,000 tested, 0.42% active;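 active = primary inhibition above the hit cutoff, then over 50% inhibition at one or more dose response concentrations, cut at about 23% in these data, passing the limit was not always enough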;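 note: plate controls were DMSO full reaction for no effect and no enzyme background for full effect; strong numbers were not always called active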
M17LAP inhibition: P. falciparum M17LAP inhibitors, primary screen, biochemical, fluorogenic H-Leu-NHMec substrate, 1536-well (AID 1619); one-dose inhibition, % at 30 µM; IC50 in µM for titrated hits; 220,000 tested, 0.38% active; recombinant M17LAP, H-Leu-NHMec fluorogenic kinetic assay; higher % means a stronger effect;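 active = compound inhibiting the enzyme by more than half at any dose during confirmatory dose-response retesting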;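 note: plate controls were full reaction with DMSO carrier for no effect and no enzyme background for full effect; strong numbers were not always called active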
AID2073: disruptors of CaV2.2 binding to Mint1 – biochemical, HTRF (AID 2073). HTRF protein-protein interaction, Mint1-CaV2.2; higher % means a stronger effect. one-dose inhibition, % at 20 µM; IC50 in µM for titrated hits. 290,000 tested, 0.19% active; in the data active = inhibition mostly above about 51%, no sharp cut-off; note: some results filed as inactive read as strong as hits
Dynein cargo inh cytoplasmic EGFP: second read-out of Dynein cargo inh, no call of its own (marks repeat the call); z-score; measured here: cytoplasmic GR-EGFP intensity; active compounds read high
Dynein cargo inh nuclear GR-EGFP: also measured in Dynein cargo inh; calls as there; z-score; measured here: nuclear GR-EGFP intensity;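 lower value marks the stronger effect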
Dynein cargo inh cell count: also measured in Dynein cargo inh; calls as there; z-score; measured here: cell count per field
* hit, by the source's call; . = not tested or not shown; [ ] = dose if it differs, or a comment. Cut-off read from the data, not from the text of the source, unless noted: active = inhibition above about 50%; inactive = the rest. The list is partial; count on the stated rates, not on these rows.

Sequence of screens – AID2073, KOR beta-arrestin-2, NOD1 inhibition, Dynein cargo inh nuclear GR-EGFP, GPR55 activation, Dynein cargo inh cell count, Dynein cargo inh, Dynein cargo inh cytoplasmic EGFP, M17LAP inhibition, NOD2 inhibition, KOR beta-arrestin-1, M1AAP inhibition
(1) CC(CC(=O)NC(C)c1ccc2c(c1)OCCO2)c1ccccc1 (centres undefined)
→ -8.2%, 1.2%, -17.1%, -0.876, 0.1%, 1.45, -1.06, -0.123, 22.4%, 2.5%, 19.6%, 4.4%
(2) C/C=C(\C)CN1CCc2cc(OC)c(OC)cc2C1
→ 2.0%, -3.6%, 16.4%, 1.5, -0.1%, 2.9, 1.1, 1.03, -2.4%, -15.2%, -46.0%, 8.8%
(3) CC(C)(C)OC(=O)NCCCC[C@H](NC(=O)c1nc[nH]c1C(=O)NC(c1ccccc1)c1ccccc1)C(=O)OC(C)(C)C
→ 8.0%, -2.0%, -23.4%, 0.249, 0.5%, -0.00486, -0.136, 0.0439, -3.3%, -18.1%, 13.9%, -9.2%
(4) O=C(O)C1(NS(=O)(=O)c2ccc(Cl)cc2)CCCCC1
→ 8.3%, -0.3%, 5.7%, 0.0735, 0.2%, -0.199, -0.256, -0.073, 10.2%, 18.2%, -27.6%, 13.0%
(5) COc1ccc(-c2cc(C(F)(F)F)n3nc(C(=O)NCc4ccco4)cc3n2)cc1
→ 20.7%, -5.6%, -78.0%, -0.289, ., 1.12, -0.908, -0.0557, -17.5%, 28.0%, -1.2%, 4.3%
(6) COc1cc(CNCCc2ccccc2)ccc1OCC(=O)NC(C)(C)C
→ 5.2%, -0.5%, 23.4%, -0.993, -0.1%, 0.277, -1.19, -0.233, -4.7%, -2.1%, -19.7%, 2.5%
(7) O=P(c1ccccc1)(c1ccccc1)C(O)c1ccc(Br)cc1 (centres undefined)
→ 10.7%, -2.4%, 35.5%, ., -0.1%, ., ., ., ., -15.2%, -17.1%[20 µM], .
(8) CCN(CC)S(=O)(=O)c1ccc(Cl)c(C(=O)NC2CCCC2)c1
→ 0.0%, -7.8%, 11.6%, -0.141, -0.2%, 0.468, -0.126, -0.472, -11.6%, 7.0%, 8.5%, -1.9%
(9) CCOc1ccc(CNc2ccc(N3CCN(Cc4ccccc4)CC3)cc2)cc1
→ -7.3%, -1.1%, 25.6%, ., 1.0%, ., ., ., ., -6.8%, -7.9%, .
(10) CC1CC1c1ccc(/C=C(\C#N)C(=O)Nc2ccccc2Cl)o1 (centres undefined)
→ 4.8%, -0.4%, 6.7%, 0.139, -0.2%, -0.955, 0.615, -0.0364, -13.3%, 5.7%, -0.8%, 0.7%
(11) COC(=O)[C@H](Cc1ccccc1)NC(=O)NCc1ccc(C)cc1
→ 7.6%, 5.6%, 0.4%, -0.0276, 0.2%, 0.928, 0.169, -0.27, 10.6%, -9.8%, 20.6%, -2.8%
(12) CCCCC(=O)Nc1cc2nn(-c3ccc(OC)cc3)nc2cc1C
→ 28.1%, -2.7%, -94.7%, -0.262, 0.1%, 0.368, -0.317, -0.176, 0.6%, -35.1%, 6.7%, 4.2%
(13) CCN1CCN(C(=O)c2ccc3c(=O)n(Cc4ccccc4OC)c(=S)[nH]c3c2)CC1
→ -54.8%, -3.5%, 8.3%, 0.0453, -0.2%, -0.0198, -0.238, -0.285, -5.3%, 9.0%, 9.9%, 11.1%
(14) O=C(CNC1C(=O)Nc2ccccc21)Sc1ccccc1 (centres undefined)
→ -6.1%, 2.5%, -5.5%, 0.345, -0.1%, 0.62, -0.415, -0.199, -3.3%, -2.0%, -21.1%, 8.1%
(15) CCOC(=O)N1CCN(C(=O)c2ccc(Oc3ccc([N+](=O)[O-])cc3)cc2)CC1
→ -8.9%, 4.0%, ., 0.0293, -0.2%, 0.693, 0.207, -0.401, 7.9%, ., -37.0%, 10.4%
(16) CCn1c(NCc2ccc3c(c2)OCO3)nc2ccccc21
→ 4.5%, -2.2%, -56.5%, -0.404, -0.1%, -0.519, 0.376, -0.147, 16.2%, -24.0%, 26.7%, 4.8%
(17) CC(C)(C)Nc1nc(SCC(=O)Nc2ccccc2)nc(N2CCOCC2)n1
→ 2.7%, -3.2%, 13.1%, 0.7, -0.1%, -0.532, 0.385, 0.602, -8.6%, 3.4%, -18.5%, 10.2%
(18) COc1ccc2[nH]c(=O)c(CN(c3ccccc3)S(=O)(=O)c3ccccc3)cc2c1
→ 6.9%, -1.8%, -7.6%, ., -0.2%, ., ., ., ., 9.7%, -4.4%, .
(19) c1ccc2oc(-c3csc(NCC4CCCO4)n3)cc2c1 (centres undefined)
→ -3.5%, -6.3%, -50.9%, 0.667, 0.5%, -1.41, 0.836, -0.307, -1.6%, -197.3%, -11.8%, 2.7%
(20) CC1CCCC(C)N1C(=O)COC(=O)c1ccc(O)cc1 (centres undefined)
→ 17.7%, 2.7%, 8.4%, 1.62, -0.1%, -1.67, 2.14, -0.145, -20.8%, 9.0%, -33.0%, 10.4%
(21) CCCOc1ccc2ccccc2c1/C=C1\SC(=O)NC1=O
→ -1.6%, 0.5%, 13.1%, ., 0.2%, ., ., ., ., -16.7%, -77.8%[20 µM], .
(22) Cc1ccc2nc(-c3ccc(S(=O)(=O)N4CCCCC4)cc3)cn2c1
→ 29.3%, -3.7%, -53.5%, 0.552, 0.1%, -0.858, 0.376, -0.306, -12.1%, -25.9%, -7.5%, 0.8%
(23) COc1ccc(/C=C(/NC(=O)c2ccccc2Cl)C(=O)NCCCC(=O)O)cc1
→ 3.5%, -5.7%, -1.8%, 1.2, 0.2%, -1.16, 1.14, -0.177, ., 12.0%, 0.2%[20 µM], .
(24) CCc1cc(-c2n[nH]c(C)c2-c2nc3ccccc3n2C)c(O)c(CN2CCN(C)CC2)c1O
→ 0.4%, 2.3%, -29.1%, 0.692, -0.1%, -0.711, 1.13, -0.149, 0.1%, 2.7%, -21.2%, 4.1%
(25) Cc1[nH]c2ccccc2c1/C=N/NC(=O)CCC(=O)NCc1ccccc1
→ -9.3%, -2.2%, -25.4%, -0.103, -0.2%, 0.73, -0.0713, -0.283, 3.3%, -0.8%, 3.2%[20 µM], 2.2%
(26) COCCCN1C(=O)C(=O)/C(=C(/O)c2ccc(OC(C)C)c(C)c2)C1c1ccncc1 (centres undefined)
→ 10.3%, 2.5%, 6.5%, -0.109, 0.1%, 0.561, -0.419, -0.183, 2.0%, 14.9%, -26.3%, 6.7%
(27) Cc1ccc(S(=O)(=O)N2CCOCC2)cc1NC(=O)COc1ccc2c(C)cc(=O)oc2c1
→ 3.6%, -4.1%, -19.3%, ., 0.3%, ., ., ., ., 4.7%, -1.9%, .
(28) Cc1ccc(S(=O)(=O)N2CCN(c3nc(C(C)C)c4c(c3C#N)CC(C)(C)OC4)CC2)cc1
→ 19.4%, 7.4%, 9.0%, 0.348, -0.1%, -0.175, 0.415, -0.137, -12.5%, 14.4%, -50.0%, 0.3%
(29) COc1ccc(/C=C/C(=O)O)cc1S(=O)(=O)N1CCc2ccccc21
→ 3.2%, 5.8%, -6.4%, ., 0.5%, ., ., ., ., 3.3%, -9.0%, .
(30) O=C(Nc1cccc(C(=O)N2CCCCC2)c1)c1ccc(Cl)cc1
→ 8.7%, 0.7%, -19.9%, ., 0.1%, ., ., ., ., -3.8%, 3.3%, .
(31) CCOC(=O)c1c(S(=O)(=O)NCCCc2ccco2)c(C)n(C)c1C
→ -4.9%, -2.0%, -31.0%, ., -0.2%, ., ., ., ., 10.6%, -14.8%, .
(32) CCCn1c(N/N=C(C)\C=C\c2ccccc2)nc2c1c(=O)[nH]c(=O)n2C
→ -4.1%, -4.9%, -32.9%, 0.5, 0.3%, -0.435, 0.391, -0.303, 5.5%, 19.2%, -7.0%, 10.4%
(33) COCCNc1nnnc2c1sc1nc(N3CCOCC3)c3c(c12)CCCC3
→ 7.7%, 0.3%, -5.2%, -0.0439, 0.5%, 0.691, -0.324, -0.273, 3.1%, 30.5%, -21.2%[20 µM], 8.0%
(34) CCCOc1ccccc1C(=O)N(Cc1ccco1)C1CCS(=O)(=O)C1 (centres undefined)
→ 5.3%, -4.3%, 3.9%, 0.294, 0.0%, 0.379, -0.0859, -0.299, -2.8%, 11.9%, 8.0%, 3.4%
(35) COc1ccccc1CCc1nnc(CCC(=O)N(C)Cc2cccc3ncccc23)o1
→ -2.8%, ., -20.2%, 0.173, -0.1%, 0.323, 0.707, -0.333, -2.2%, 11.0%, -26.4%[20 µM], 3.2%
(36) O=C(O)CSc1c(-c2ccccc2)c2cc(Cl)ccc2[nH]c1=O
→ -3.5%, -4.2%, -28.5%, -0.347, -0.1%, -0.235, -0.412, -0.0473, 22.2%, -0.2%, 11.7%, 41µM*
(37) O=C(Oc1cccc2cccnc12)c1cccc(N2C(=O)C3C4CCC(C4)C3C2=O)c1 (centres undefined)
→ 10.5%, 2.3%, -28.6%, 0.341, 0.1%, -1.2, 0.544, -0.122, 14.9%, 12.0%, -15.9%, -1.1%
(38) CCc1nc(SCC(=O)NCC2CCCO2)c2oc3ccccc3c2n1 (centres undefined)
→ -4.2%, -0.1%, -0.5%, 0.0703, 0.2%, 0.0109, 0.236, -0.219, 10.6%, 7.7%, -26.2%, 5.3%
(39) COc1ccc(NC(=O)CSc2nnc(-c3ccccc3C)n2N)cc1
→ -22.8%, 5.6%, 8.2%, 0.0833, -0.2%, 0.746, -0.0874, -0.109, 15.7%, 9.2%, -27.3%, 3.1%

Reprinted at random: 2 compounds from above, in no set order.
Sequence of screens – AID2073, KOR beta-arrestin-2, NOD1 inhibition, Dynein cargo inh nuclear GR-EGFP, GPR55 activation, Dynein cargo inh cell count, Dynein cargo inh, Dynein cargo inh cytoplasmic EGFP, M17LAP inhibition, NOD2 inhibition, KOR beta-arrestin-1, M1AAP inhibition
(26) COCCCN1C(=O)C(=O)/C(=C(/O)c2ccc(OC(C)C)c(C)c2)C1c1ccncc1 (centres undefined)
→ 10.3%, 2.5%, 6.5%, -0.109, 0.1%, 0.561, -0.419, -0.183, 2.0%, 14.9%, -26.3%, 6.7%
(39) COc1ccc(NC(=O)CSc2nnc(-c3ccccc3C)n2N)cc1
→ -22.8%, 5.6%, 8.2%, 0.0833, -0.2%, 0.746, -0.0874, -0.109, 15.7%, 9.2%, -27.3%, 3.1%

Compound activity (PubChem)
